Compound activity: PubChem, Sanford-Burnham Center for Chemical Genomics
NadD block – blocks S. aureus nicotinate mononucleotide adenylyltransferase; hit rate 0.78% among 360,000; AID 602399; purified NadD enzyme, colorimetric absorbance read-out; inhibition, % at 20 µM; in the data active = inhibition above about 26%; note: some compounds past the cut are filed as inactive
Scp1 inh – blocks human Scp-1 phosphatase activity; hit rate 0.88% among 340,000; Q9GZU7; AID 493091; Recombinant Scp1, phosphopeptide, malachite green phosphate absorbance; inhibition, % at 20 µM;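 active = inhibition above about 50% at 20 µM, limit read from the data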;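 note: plate controls were DMSO wells with enzyme for no effect and wells lacking enzyme for full effect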
Target sequence (Q9GZU7 76-261 limits assumed): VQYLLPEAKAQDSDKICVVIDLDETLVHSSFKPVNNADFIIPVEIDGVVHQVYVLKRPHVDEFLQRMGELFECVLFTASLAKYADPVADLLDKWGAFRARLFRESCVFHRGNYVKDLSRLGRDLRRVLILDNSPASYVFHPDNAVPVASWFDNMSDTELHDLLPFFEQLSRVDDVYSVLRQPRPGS
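Material – SCP-1 phosphatase catalytic domain, residues 76-261 · Buffer or medium – Acidic Tris acetate buffer with magnesium and detergent · Also added – Phospho 17-mer peptide substrate · Compound – single 20 µM dose, 1% DMSO · Times – 45 min room-temperature reaction, 5 min colour, 30 min stabiliser · Technique – Phosphate-binding colour reagent, absorbance read at 630 nm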
STEP block – blocks human striatal-enriched tyrosine phosphatase | P54829 | recombinant STEP, OMFP fluorogenic substrate, fluorescence | inhibition, % at 20 µM | hit rate 0.25% among 360,000 | AID 588621;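 active = inhibition at 20 µM, scaled per plate between control wells, above about 37%, limit read from the data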;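 note: 0% = DMSO with enzyme and substrate and 100% = substrate only without enzyme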
Target sequence (P54829 whole entry, looked up): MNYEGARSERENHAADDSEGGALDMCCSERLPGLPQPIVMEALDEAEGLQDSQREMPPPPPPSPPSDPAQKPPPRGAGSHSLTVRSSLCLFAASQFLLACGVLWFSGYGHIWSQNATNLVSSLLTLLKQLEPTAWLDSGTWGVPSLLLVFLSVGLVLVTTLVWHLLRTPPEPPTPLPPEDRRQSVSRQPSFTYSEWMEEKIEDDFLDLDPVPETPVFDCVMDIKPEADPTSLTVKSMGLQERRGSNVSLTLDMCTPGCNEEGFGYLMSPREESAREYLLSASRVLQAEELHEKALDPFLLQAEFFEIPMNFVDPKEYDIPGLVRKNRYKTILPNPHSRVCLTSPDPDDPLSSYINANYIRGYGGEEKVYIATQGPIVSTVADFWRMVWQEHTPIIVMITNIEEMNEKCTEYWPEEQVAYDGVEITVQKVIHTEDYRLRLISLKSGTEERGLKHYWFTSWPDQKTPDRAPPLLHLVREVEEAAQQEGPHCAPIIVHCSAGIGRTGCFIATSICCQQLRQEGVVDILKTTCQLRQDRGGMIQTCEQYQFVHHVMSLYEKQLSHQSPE
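medium = Bis-Tris buffer pH 6.0, 2.5 mM DTT, 0.005% Tween 20 | test system = STEP (striatal-enriched tyrosine phosphatase) enzyme, cell-free | measure = normalized % inhibition | compound dosing = 20 µM, 1% DMSO | also added = 25 µM OMFP | schedule = reaction 20 min, ambient temperature | measured by = fluorescence read at 480 nm ex / 540 nm em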
CendR NRP1 mod – alters CendR peptide binding to human NRP-1 | hit rate 0.85% among 360,000 | O14786 | AID 602438 | inhibition, % at 25 µM | FAM-RPARPAR peptide binding to NRP-1, fluorescence polarization;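 active = inhibition or corrected inhibition above about 18%, plus a signal ratio from 0.5 to 1.5, limit read from the data, passing the limit was not always enough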; note: strong numbers were not always called active
SUMO1-SIM PPI – SUMO1-SIM interaction modulation; P63165; SUMO1 binding to a labelled peptide, TR-FRET, 1 h; inhibition, % at 20 µM; hit rate 0.33% among 360,000; AID 602429; in the data active = inhibition above about 37%
Target sequence (P63165 whole entry, looked up): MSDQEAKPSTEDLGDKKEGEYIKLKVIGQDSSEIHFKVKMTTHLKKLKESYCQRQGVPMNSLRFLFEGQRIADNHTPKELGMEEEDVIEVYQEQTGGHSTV
Rpn11 block – inhibitors of human proteasome Rpn11; hit rate 0.59% among 360,000; AID 588493; human 26S proteasome, Ub4-pepOG fluorescence polarization; 20S core pre-blocked with epoxomicin; calls only at 20 µM; O00487;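 active = inhibition at 20 µM, scaled to each plate's controls, above about 33%, limit read from the data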
LMPTP block – blocks human LMPTP phosphatase. P24666. AID 651560. recombinant LMPTP-A, OMFP fluorogenic substrate, fluorescence intensity. inhibition, % at 20 µM. hit rate 0.22% among 360,000;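 active = compounds that cut the enzyme signal by at least half of the control window in the single-dose screen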;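 note: plate controls were DMSO wells with enzyme plus substrate for no effect and substrate without enzyme for full effect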
Target sequence (P24666 whole entry, looked up): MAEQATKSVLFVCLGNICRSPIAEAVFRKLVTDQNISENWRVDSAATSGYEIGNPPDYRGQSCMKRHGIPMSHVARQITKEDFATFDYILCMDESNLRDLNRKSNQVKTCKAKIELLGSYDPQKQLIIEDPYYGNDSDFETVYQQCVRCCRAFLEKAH
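Test system: LMPTP-A phosphatase enzyme; input: 0.625 nM LMPTP-A final; reagent: OMFP substrate, 400 µM final; compound dosing: 20 µM single dose, 3% DMSO; incubation: 50 min dark incubation at room temperature; measured by: endpoint fluorescence intensity from OMFP dephosphorylation; measure: % inhibition relative to no-enzyme and uninhibited control wells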
MT1-MMP act inh – MT1-MMP (human) activation inhibition; AID 651647; P50281; HT1080 RFP-PRO-GFP cells, GFP/RFP ratio fluorescence, overnight; percent of plate control window, DMSO zero; hit rate 0.061% among 360,000; GFP/RFP ratio change, % at 20 µM;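 active = GFP/RFP ratio change of at least 30% with cell ATP level not reduced by more than half and red fluorescence within 50% of control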; note: strong numbers were not always called active
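Material: RFP-PRO-GFP reporter HT1080 cells. Dosing: single-point 20 µM compound, 1% DMSO. Controls: DMSO and RFP-L50D-GFP cell wells. Timing: cells overnight before dosing, compound overnight, 37 °C, 5% CO2. Measure: GFP/RFP fluorescence ratio.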
SKN-1 block – inhibitors of C. elegans SKN-1; inhibition, % at 21.8 µM; C. elegans VP596 Pgst-4::GFP/RFP ratio, acrylamide-induced, 24 h; hit rate 0.49% among 360,000; AID 624304;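 active = interference check ratio from 0.5 to 1.5 plus GFP to RFP signal ratio inhibition reaching or exceeding a fixed threshold, cut at about 30% in these data, passing the limit was not always enough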; note: some compounds called inactive have numbers as strong as hits
DNMT1 inh – blocks human DNA methyltransferase DNMT1. P26358. AID 588458. hit rate 0.83% among 360,000. inhibition (reported as % activation of signal), % at 10 µM. DNMT1 molecular beacon, Hinp1I cleavage, fluorescence; in the data active = inhibition above about 50%
Active calls of the source: *; i = inactive; / = not tested or not shown.

SMILES	NadD block	Scp1 inh	STEP block	CendR NRP1 mod	SUMO1-SIM PPI	Rpn11 block	LMPTP block	MT1-MMP act inh	SKN-1 block	DNMT1 inh
O=C(COC(=O)C1CC2CCCC(C1)C2=O)Nc1ccccc1 (stereo not drawn)	-4	-8	-1	6	0	i	-1.0	1	-7	5
Fc1ccccc1-c1nc2ncccc2o1	-1	-6	-3	-3	1	i	-1.0	1	6	2
O=C(O)c1cc(Cl)c(Cl)cc1C(=O)N1CCOCC1	1	-7	-2	-2	-6	i	-2.0	-1	2	1
CCOC(=O)c1c(C)[nH]c(C)c1C(=O)COC(=O)/C=C/c1cccc(Cl)c1	-7	-13	-2	-13	-8	i	1.3	14	-2	-10
O=C(NC1CC2CCCC(C1)N2C(=O)NC1CCCCC1)c1ccc(F)cc1 (stereo not drawn)	1	-2	-3	-7	0	i	0.1	/	-6	5
N#CCC(=O)N1CCN(C(c2ccccc2)c2ccccc2)CC1	-2	-7	-3	-26	4	i	-2.3	-6	10	4
COc1ccc(CCNC(=O)COc2ccc(-c3ccc(C#N)cc3)cc2)cc1	0	-3	-1	2	-1	i	-0.4	3	2	3
COc1ccccc1Nc1nc(N)nc(CN2CCCCC2)n1	-8	-3	-1	-11	-1	i	-2.0	1	-13	1
Cc1cc(C(=O)N2CCN(S(=O)(=O)c3ccccc3C#N)CC2)c(C)o1	2	-8	1	11	-1	i	-1.4	1	-5	5
CCOc1ccc(S(=O)(=O)N2CCOCC2)cc1NC(=O)CSCC(=O)Nc1ccc(OC)cc1	-4	0	-3	-4	-1	i	-2.1	3	-3	2
COc1ccc(Cl)cc1S(=O)(=O)NC(C)C(=O)NCc1ccc2c(c1)OCO2 (stereo not drawn)	-5	-10	1	3	8	i	0.6	1	14	1
COC(=O)c1ccc(CN2CCCC(C(=O)Nc3ccc(-c4ccn[nH]4)cc3)C2)cc1 (stereo not drawn)	1	-5	-1	1	-2	i	2.4	0	-4	-2
COc1ccc(CCNC(=O)Cn2cnc3sc(C)c(-c4ccc(F)cc4)c3c2=O)cc1OC	0	-2	1	-16	3	i	0.3	3	-2	-1
CCOC(=O)c1oc2ccccc2c1NC(=O)c1ccc2c(c1)OCO2	-5	2	1	3	0	i	1.0	5	9	1
CC(=O)C(=Cc1ccc(-c2ccccc2)cc1)C(=O)c1ccccc1	1	/	/	7	3	/	3.0	0	16	/
CN(C(=O)COC(=O)c1cc2ccccc2oc1=O)C1CCCCC1	-2	-6	-2	0	-36	i	-0.7	1	-24	2
CCN(CC)CCCNC(=O)N[C@@H](Cc1ccccc1)C(=O)O	6	1	0	17	-1	i	-5.2	4	0	6
O=C(c1ccco1)N1CCC(c2nc(-c3ccccc3Cl)no2)CC1	-4	-11	-1	-4	-1	i	-1.7	2	2	0
CCCC(=O)Nc1ccc(N2CCOCC2)cc1	2	-2	-1	-9	-1	i	-1.9	6	-18	-10
O=c1c2ccccc2nnn1Cc1ccc2ccccc2c1	-2	-12	1	-13	-6	i	-0.2	-1	10	-1
CCOc1ccc(S(=O)(=O)Nc2ccc(C(=O)NCC3CCCO3)cc2)cc1 (stereo not drawn)	-8	-5	-2	-5	3	i	-0.7	4	-13	2
CN(C)CCCNc1cc(Cl)c(S(=O)(=O)N2CCCCC2)cc1C(=O)O	-1	8	4	6	0	i	-1.5	-5	-2	-1
CCC(=O)Nc1ccc(NC(=O)c2ccccn2)cn1	-9	-10	0	4	0	i	0.5	5	-14	1
CCOC(=O)C1=C(N)OC2=C(C(=O)CC(C)(C)C2)C1c1cccs1 (stereo not drawn)	5	1	-2	18	1	i	0.0	-4	7	2
COc1nc(Cl)cn(-c2ccc(C)cc2)c1=O	0	-14	-1	-8	-2	i	-1.8	5	0	4
COc1ccc2nc(C)cc(NCc3cccc(C(F)(F)F)c3)c2c1	-8	-3	-1	10	-2	i	2.1	5	12	4
Cc1c(-c2ccc(F)cc2)nc(N)c(C#N)c1-c1cccnc1	-4	0	1	4	1	i	-1.1	2	4	3
CCN(CC)CCNC(=O)c1ccc(NC(=O)c2cn(-c3ccc(F)cc3)nc2-c2cccc(OC)c2)cc1	-2	-9	1	-7	-122	i	-6.1	5	-4	0
C/C(=N\Nc1nc2c(s1)CCCC2)c1ccc(Cl)cc1	1	-2	-2	-6	-6	i	1.2	2	8	-22
S=c1[nH]nc(-c2c[nH]c3ccccc23)o1	-1	-12	2	4	12	i	-2.2	-4	-2	1

Random excerpt: two entries already listed, in no set order.
SMILES	NadD block	Scp1 inh	STEP block	CendR NRP1 mod	SUMO1-SIM PPI	Rpn11 block	LMPTP block	MT1-MMP act inh	SKN-1 block	DNMT1 inh
COc1nc(Cl)cn(-c2ccc(C)cc2)c1=O	0	-14	-1	-8	-2	i	-1.8	5	0	4
CCC(=O)Nc1ccc(NC(=O)c2ccccn2)cn1	-9	-10	0	4	0	i	0.5	5	-14	1

Following part
SMILES	NadD block	Scp1 inh	STEP block	CendR NRP1 mod	SUMO1-SIM PPI	Rpn11 block	LMPTP block	MT1-MMP act inh	SKN-1 block	DNMT1 inh
COCCN(CCOC)c1ncnc2c1cnn2-c1ccccc1	3	-5	-1	2	-1	i	-0.5	-1	4	6
Cc1cccc(N(C(=O)Cn2nnc3ccccc32)C(C(=O)NC(C)(C)C)c2ccsc2)c1 (stereo not drawn)	2	-8	0	7	2	i	-0.5	-3	-3	-1
O=C(Cn1ncnn1)OCc1ccccc1Cl	10	4	-4	6	3	i	-2.0	12	5	2
C/C(=N\NC(=O)c1ccc(Br)cc1)C1C(=O)c2ccccc2C1=O	2	-2	-1	0	9	i	-1.3	-1	8	-10
O=C1CCC([N+](=O)[O-])C(c2ccc(-c3ccccc3)cc2)N1 (stereo not drawn)	-7	-11	-2	-7	3	i	-0.1	2	-9	-1
Cc1c(S(=O)(=O)NC2CCCCC2)c(=O)n(C)c(=O)n1C	-2	-1	4	2	-1	i	-1.1	4	-17	1
CN1CCN(c2ccccc2NC(=O)c2ccc3c(c2)OCCO3)CC1	-1	-5	-2	14	0	i	0.0	0	17	3
N#Cc1nc(Cc2cccc3ccccc23)oc1NCC1CCCO1 (stereo not drawn)	-9	-6	-2	1	-3	i	-0.2	-4	1	-7
Oc1oc(-c2ccccc2)nc1C=Nc1ccccc1	3	-5	-3	3	-31	i	0.3	7	15	-3
CCCC[C@@H]1C=C(C(=O)O)[C@H](c2ccc(C)cc2)N1S(=O)(=O)c1ccc(C)cc1	-4	0	5	-9	6	i	-0.8	7	-3	3
Cc1ccc(NCCC(=O)c2ccc(Cl)cc2)cc1C	-3	-5	1	6	-4	i	-0.2	6	-13	1
Cc1cc(OCC(=O)Nc2ccccc2N2CCCC2)ccc1C(C)C	8	-1	13	-5	-7	i	-2.9	-8	5	-1
CCCCCCCCN1C(=O)[C@H](CC(=O)NCc2cccc3ccccc23)C[C@@]2(C(=O)OC)CC(C)(C)CC=C12	/	/	/	-9	-3	/	5.9	-12	-9	/
O=C(NC1=NCCS1)C1CCN(S(=O)(=O)c2cc([N+](=O)[O-])ccc2Cl)CC1	15	91*	2	1	-21	i	18	4	5	76*
Cc1n[nH]c(=O)nc1Nc1ccc(O)cc1	1	3	5	6	-1	i	-2.8	3	7	2
Cc1cc(C)cc(-n2c(C)cc(/C=N/NC(=O)CSc3ncccn3)c2C)c1	0	-3	-3	2	0	i	0.2	-3	-12	-10
CCOC(=O)CC[C@H](NC(=O)Cn1cnc2c(OCc3ccccc3)ncnc21)C(=O)OCC	0	-2	-4	2	3	i	-3.3	0	-9	0
CSc1ccccc1-c1nnc(NC(=O)Cc2ccccc2)o1	7	-3	0	10	-5	i	-1.2	5	-12	-2
Cc1cccc(-c2cc(C(=O)Nc3ccc4c(c3)OCCO4)c3ccccc3n2)c1	18	-3	4	9	-3	i	3.1	-1	32	-7
Cc1ccc(Sc2cc(C(F)(F)F)nc(N(C)C)n2)cc1	14	-7	2	-8	-3	i	0.9	3	7	0
CCC(NC(=S)NC1CCCCC1)c1ccc(C)cc1 (stereo not drawn)	-2	/	5	7	3	i	1.0	2	15	-1
CCOC(=O)C1=C2c3ccc4ccccc4c3CC(C)(C)N2C(=O)C1=O	5	-3	4	-16	-1	i	0.8	-2	1	-4
COc1cccc(Nc2nnc(SCC3CCCCO3)s2)c1 (stereo not drawn)	-5	-1	1	0	7	i	0.2	-3	-2	-4
Cc1ccsc1-c1nc(CN2CCN(C)C(=O)[C@@H]2C)c(C)o1	-2	-1	-6	-2	0	i	0.5	-5	-16	12
CCC(C)NC(=O)C1CCC(=O)N1Cc1ccc(C)cc1 (stereo not drawn)	0	0	-1	-17	0	i	-0.9	2	6	1
CC1=C(C(=O)OCc2ccccc2)C(c2ccc(C(F)(F)F)cc2)NC(=O)N1CCCCCC(=O)O (stereo not drawn)	3	-6	1	14	11	i	1.0	10	-13	0
CCOC(=O)C1=C(C)Nc2nc(SCC)[nH]c(=O)c2C1c1ccncc1 (stereo not drawn)	0	3	0	-8	2	i	0.5	-5	0	5
COc1ccc(-c2ccc(CN3C(C(C)C)C(=O)N(Cc4cn(CC5CCCCC5)nn4)CCS3(=O)=O)cc2)cc1 (stereo not drawn)	2	/	-1	-1	-1	i	3.4	-7	0	-18
C=CCN(CC(=O)NC1CC1)S(=O)(=O)c1cccc(C(F)(F)F)c1	6	-1	0	14	2	i	-1.1	3	8	34
O=c1oc2c(CN3CCOCC3)c(O)c(Cl)cc2c2c1CCCC2	3	-13	-4	-3	0	i	-1.2	-1	-1	2
NC(=O)c1cc(-c2ccccc2)nc(N2CCOCC2)n1	-3	-5	-2	8	3	i	-0.1	-6	15	5
O=C(CCn1c(=O)c2cccn2c2ccc(F)cc21)NCCc1ccccc1	-4	-6	1	-8	-3	i	-0.1	1	-4	9
Cn1cncc1C(=O)c1ccccc1	-8	-11	-1	17	4	i	-1.7	0	6	0
COCCCn1c(C)nc2c(c1=O)c1nc3ccccc3nc1n2CCc1ccccc1	-7	-2	1	-6	-22	i	0.6	-2	5	-5
